From PubChem BioAssay
DUSP3 inh – VHR1 phosphatase inhibitors, primary screen, biochemical, colorimetric, HTS. inhibition, % at 20 µM. Dual specificity protein phosphatase 3 (Homo sapiens), P51452. 50,000 tested, 0.7% active. recombinant VHR phosphatase, colorimetric substrate read-out; in the data active = inhibition above about 60%; note: some results filed as inactive read as strong as hits
Target sequence (P51452 whole entry, looked up): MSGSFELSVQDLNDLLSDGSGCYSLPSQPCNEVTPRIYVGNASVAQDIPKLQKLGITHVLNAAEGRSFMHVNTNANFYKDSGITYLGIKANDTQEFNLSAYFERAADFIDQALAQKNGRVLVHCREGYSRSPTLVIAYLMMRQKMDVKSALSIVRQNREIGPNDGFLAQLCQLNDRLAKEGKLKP
Active calls of the source: *. Not all compounds are listed. The share of hits here may be higher or lower than overall.

SMILES	DUSP3 inh
CC1=C(C#N)c2nc(N)c(C#N)c(C)c2/C1=C/c1ccc(-c2cccc(Cl)c2Cl)o1	11
O=C(O)c1cccc(-c2ccc(/C=C3\SC(=O)N(c4ccc(Cl)cc4)C3=O)o2)c1	-6
CCOC(=O)c1c2c(n(-c3ccccc3)c1C)C=C(Br)C(=O)C2=O	-5
CCN=C(NCC)SC1CC(=O)N(c2cccc(OCC)c2)C1=O (stereo not drawn)	2
COC(=O)c1ccccc1P(=O)(c1ccccc1)c1ccccc1	-2
Cc1ccc(C)c(COc2ccc3c4c(c(=O)oc3c2)CCC4)c1	-14
CCc1ccccc1NC(=O)/C=C/c1ccccc1	7
Cc1c(Cl)cccc1NC(=O)C(=O)NCc1ccc(F)cc1	-10
O=C(NC(C(=O)O)C12CC3CC(CC(C3)C1)C2)c1ccc([N+](=O)[O-])cc1 (stereo not drawn)	33
COc1ccc(Br)cc1/C=N\N1CCN(c2ccccc2OC)CC1	-2
COCCOC(=O)c1ccc(NC(=O)c2ccc(C(C)(C)C)cc2)cc1	-7
C=CCNC(=O)/C=C/c1ccc(OCC)c(OC)c1	0
Cc1occc1C(=O)Nc1ccc(F)cc1F	-32
O=C(Nc1ccc(F)c([N+](=O)[O-])c1)c1ccc2ccccc2c1	15
C=CCNC(=O)NC(=O)C12CC3CC(CC(C3)C1)C2	-12
COc1ccc(N2C(=O)NC(=O)/C(=C\c3ccoc3)C2=O)cc1	-3
COc1ccc(C(=O)Nc2ccccc2)cc1NC(=O)C(c1ccccc1)c1ccccc1	9
Cc1cc(C(=O)N/N=C/c2cc(Br)ccc2O)n[nH]1	26
Nc1c(C(=O)Nc2ccccc2)sc2nc3c(cc12)CCC3	-9
Nc1sc2c(c1C(=O)Nc1ccc(Br)cc1)CCCC2	-16
O=[N+]([O-])c1ccc2c(c1)C1C=CCC1C(c1cccc(Cl)c1Cl)N2 (stereo not drawn)	3
Cc1ccc(NN2C(=O)c3cccc4cccc(c34)C2=O)cc1	6
COC(C(=O)N/N=C/c1cc([N+](=O)[O-])ccc1Cl)c1ccccc1 (stereo not drawn)	-66
N#CCSc1nc(N)c(C#N)cc1C#N	-5
CC(C)(C)c1cc(N2C(=O)C(=O)/C(=C(\O)c3ccccc3)C2c2ccc(Br)cc2)no1 (stereo not drawn)	10
O=C1CC(=O)N(c2ccc(Cl)cc2)C(=O)N1	-2
O=C(N/N=C/c1cccnc1)c1cc(-c2ccc3ccccc3c2)n[nH]1	1
COc1ccc(/C=N/N=c2\sc3ccccc3n2C)c(OC)c1	98*
CCCNC(=O)OCC12CC3CC(CC(C3)C1)C2	-1
COC(=O)C(Cc1ccccc1)NC(=O)CCN1C(=O)c2cccc3cccc(c23)C1=O (stereo not drawn)	-2
Cc1n[nH]c(C)c1Sc1ccccc1N=Cc1cc(Cl)cc([N+](=O)[O-])c1O	-15
CC(=O)c1ccc2c(c1)c1cc(C(C)=O)ccc1n2C(C)=O	-29
Cc1ccc(C(C)C)c(OCc2nnc(NC(=O)Nc3ccccc3)s2)c1	-18
O=C1C=CC(=O)N1c1ccc([N+](=O)[O-])cc1Br	26
COC(=O)c1ccc(/C=N/Nc2nc(C)c(C)s2)cc1	-36
COc1ccc(C(=O)Nc2cccc(-c3nc4ccc(C)cc4o3)c2)cc1Br	7
CCOC(=O)CSc1nc(N)nc(C)c1Br	-11
C/C(=N\NC(=O)c1cc(C)[nH]n1)c1ccc(C)cc1	-12
O=C(/C=C/c1ccccc1F)c1c(-c2ccccc2)c2cc(Br)ccc2[nH]c1=O	-20
CCOc1ccccc1NC(=O)c1c(NC(=S)Nc2ccccc2)sc2c1CCCCC2	-3
CC(=O)OCc1cc(=O)n(C)c(=O)n1C	-21
COc1ccc(OC)c(/C=N/Nc2nc(C)c(C)s2)c1	31
CCCCCC1(C)NCCN2C(=O)CSC21 (stereo not drawn)	-8
Cc1ccc(OCc2nnc(NC(=O)c3ccccc3)s2)cc1C	11
CC1=C(C(=O)Nc2cc(Cl)ccc2C)C(c2cccc(Br)c2)NC(=S)N1 (stereo not drawn)	-14
CC(C)Sc1nc2ccc(N3C(=O)C4CCCCC4C3=O)cc2s1 (stereo not drawn)	5
O=C(O)CCN1C(=O)/C(=C/c2cn(-c3ccccc3)nc2-c2cccc([N+](=O)[O-])c2)SC1=S	1
Cc1n[nH]c(C)c1CCCCCOc1ccc([N+](=O)[O-])cc1	4
Cc1ccc(OCC(=O)N2CCN(c3ccccn3)CC2)c(Br)c1	14
Cc1ccc(CNC(=O)C(=O)Nc2ccc(F)cc2)cc1	7
OC(COCc1ccccc1)CN1CCN(c2ccccn2)CC1 (stereo not drawn)	-15
CC(C)C(=O)NC(c1ccc(N(C)C)cc1)c1c(O)ccc2ccccc12 (stereo not drawn)	4
COc1ccc(/C=C2/SC(=S)N(Cc3ccccc3)C2=O)c(OC)c1	-26
O=C(N/N=C\c1c(F)cccc1Cl)c1cnccn1	21
Cc1cc(C)nc(SCC(=O)N/N=C/c2ccc(Cl)cc2Cl)n1	-32
O=c1[nH]c(=O)n(Cc2ccccc2)cc1I	-23
O=c1c2ccccc2nc(-c2ccccc2)n1CCCn1ccnc1	3
CC(C)(C)c1ccc(OCC(=O)Nc2cccc(C(=O)Nc3nccs3)c2)cc1	-15
CCOC(=O)c1ccccc1NC(=O)c1cccc([N+](=O)[O-])c1	19
O=C(Nc1nc(-c2ccc(F)cc2F)cs1)c1cccc(F)c1F	4
(cont.)
SMILES	DUSP3 inh
CC(NS(=O)(=O)c1cccc([N+](=O)[O-])c1)c1ccccc1 (stereo not drawn)	3
O=[N+]([O-])c1cc(C2N(c3ccccc3)CCN2c2ccccc2)ccc1Cl	-17
CCOc1ccc(N2C(=O)CC(N(Cc3ccco3)C(=O)c3ccc(Cl)cc3)C2=O)cc1 (stereo not drawn)	30
CC(=O)Nc1nonc1OCCOc1nonc1NC(C)=O	-4
CN(C)CCN1C(=O)C(=O)/C(=C(/O)c2ccccc2)C1c1ccccc1F (stereo not drawn)	-7
CCOC(=O)c1c(NC(=O)C(C)C)sc(C(N)=O)c1C	-11
Cc1cccc(N2CCN(C(=O)/C=C/c3ccc(Cl)cc3)CC2)c1C	66
NS(=O)(=O)c1ccc(Nc2nc(-c3ccncc3)cs2)cc1	9
CCOc1ccccc1N1CCN(C(=O)COc2ccc(Cl)cc2C)CC1	19
CCOC(=O)COc1ccc(/C=C2/C(=O)NN(c3ccc(I)cc3)C2=O)cc1OC	-2
O=C1c2ccccc2C(=O)c2c1c(-c1ccccc1)nn2-c1ccccc1	-5
COc1ccc(OC)c(C2/C(=C(\O)c3ccc(Cl)cc3)C(=O)C(=O)N2CCCCCC(=O)O)c1 (stereo not drawn)	4
COc1ccccc1OCCNC(=O)c1cccc2ccccc12	-7
O=C(CN1C(=O)/C(=C/c2ccc(Br)cc2)SC1=S)Nc1nccs1	-12
Cc1ccc(-c2noc(COc3ccc(Cl)cc3C)n2)cc1	-16
CCN(CC)c1ccc(/C=N\N2CCN(c3ccccc3)CC2)c(O)c1	-3
COc1ccc(C2(O)CN(c3ccccc3)C3=[N+]2CCCS3)cc1 (stereo not drawn)	-19
Oc1ccc(/C=N/Nc2cc(N3CCOCC3)nc(N3CCOCC3)n2)cc1O	83
CCOC(=O)c1ccc(NC(=O)c2cc(Cl)ccc2OC)cc1	-8
OC1(C#CCN(C2CCCCC2)C2CCCCC2)CCCCC1	-12
CC(C)CCNC(=O)Cc1ccccc1[N+](=O)[O-]	2
COc1cc2c(C)nc3c(c(C)nn3C)c2cc1OC	-8
CC1=Nc2cc(-c3cccc(Br)c3)nn2C(=O)C1	-1
CC(=O)NS(=O)(=O)c1ccc(NC(=O)c2c(-c3ccccc3)noc2C)cc1	-1

Looked up by compound from the entries so far:
SMILES	DUSP3 inh
CCN(CC)c1ccc(/C=N\N2CCN(c3ccccc3)CC2)c(O)c1	-3
Oc1ccc(/C=N/Nc2cc(N3CCOCC3)nc(N3CCOCC3)n2)cc1O	83

Among those listed so far, these contain a tert-butyl group.
SMILES	DUSP3 inh
COCCOC(=O)c1ccc(NC(=O)c2ccc(C(C)(C)C)cc2)cc1	-7
CC(C)(C)c1cc(N2C(=O)C(=O)/C(=C(\O)c3ccccc3)C2c2ccc(Br)cc2)no1 (stereo not drawn)	10
CC(C)(C)c1ccc(OCC(=O)Nc2cccc(C(=O)Nc3nccs3)c2)cc1	-15

(listing goes on)
SMILES	DUSP3 inh
O=C1NC(=O)N(c2ccccc2)C(=O)/C1=C/c1cccc(O)c1	-9
Cc1cc(C)cc(N2C(=O)NC(=O)/C(=C\c3ccc(N(C)C)o3)C2=O)c1	-9
O=C1NC(=O)N(c2ccccc2)C(=O)/C1=C\c1ccc(OCc2ccc(F)cc2)cc1	-2
O=C(COc1ccc(Cl)cc1)N1CCN(Cc2ccccc2)CC1	-33
c1ccc(OCCSc2nc3ccccc3s2)cc1	0
O=C(NCCc1ccccc1)c1ccc(Cl)c([N+](=O)[O-])c1	1
Cc1cccc(OCC(=O)N/N=C/c2cccn2-c2ccc([N+](=O)[O-])cc2)c1	-84
CCN(CC)c1ccc(NC(=O)c2cncc(Br)c2)cc1	5
CCOC(=O)C(C)Oc1ccc2c(oc(=O)c3ccccc32)c1C (stereo not drawn)	-10
COc1cc2c(cc1OC)C(/C(=N/O)C(C)=O)=NCC2	-6
COC(=O)/C(C#N)=C/c1ccc(-c2ccc(S(N)(=O)=O)cc2)o1	-10
COc1cc(C2=N/C(=C\N(C)C)C(=O)O2)cc(OC)c1OC	-34
CSc1ccccc1NC(=O)c1nn2c(c1Cl)NC(c1ccco1)CC2C(F)(F)F (stereo not drawn)	0
CCOC(=O)/C(C(N)=NCCO)=C(/O)OCC	-31
O=C(NN1C(=O)c2ccc(Oc3ccc([N+](=O)[O-])cc3)cc2C1=O)c1ccco1	-36
O=C(N/N=C/c1ccc(Br)c([N+](=O)[O-])c1)c1cccs1	8
O=C(O)C1CCCCC1C(=O)N1CCN(c2ccc(Cl)cc2)CC1 (stereo not drawn)	-39
Cc1ccc(NCCC(=O)c2cccc([N+](=O)[O-])c2)cc1	2
COc1ccc(C(=O)Nc2ccc(I)cc2Cl)cc1Cl	16
CC(C)N1CCC(=NNC(=O)COc2ccc(Cl)cc2Cl)CC1	-37
CC1=C(C(=O)Nc2ccccc2)C2(CCCCC2)C(C#N)=C(SCC(=O)Nc2ccc(Br)cc2)N1	76
COc1ccc(C(=O)NN2C(=O)C3C4C=CC(C5CC45)C3C2=O)cc1 (stereo not drawn)	8
O=C(CSc1nc2ccccc2[nH]1)OCc1ccccc1	-7
COc1ccc(CN2CCN(CCCc3ccccc3)CC2)c(OC)c1	-4
C/C(=N\Nc1nc(-c2ccc(C)cc2)nc2ccccc12)c1ccccc1	-20
CC(C)CNC(=O)c1cccc(NC(=O)/C=C/C(=O)O)c1	-18
O=C(O)/C=C/c1cc(C(=O)O)c(/C=C/C(=O)O)cc1C(=O)O	-38
C#CC(C)(C)NC(=O)CN(c1cc(Cl)ccc1OC)S(=O)(=O)c1ccc(C)c([N+](=O)[O-])c1	-1
COc1ccc(NC(=O)C(=O)N/N=C/c2cccc(OC)c2OC)cc1	-21
CCOc1cc(/C=N/NC(=O)CSc2nc(C)cc(C)n2)ccc1OCc1cccc(Cl)c1	-26
O=c1[nH]c(=O)n(-c2ccc(Cl)cc2)c(O)c1C=Nc1cccc(F)c1	0
COC(=O)c1ccc(C(=O)Nc2cc(Cl)ccc2Cl)cc1NC(=O)c1cccs1	-31
CC1=C(C(=O)Nc2ccccc2Cl)C(c2ccccc2F)NC(=S)N1 (stereo not drawn)	9
Cc1nnc(C)n1/N=C\c1ccccc1F	-2
COc1cc(C(=O)NCCc2nc3ccccc3[nH]2)cc(OC)c1OC	-10
CN(C)c1cccc(NC(=O)Cc2cccc3ccccc23)c1	-5

Structures listed so far that have a thiophene ring, fused or not (6):
SMILES	DUSP3 inh
Nc1c(C(=O)Nc2ccccc2)sc2nc3c(cc12)CCC3	-9
Nc1sc2c(c1C(=O)Nc1ccc(Br)cc1)CCCC2	-16
CCOc1ccccc1NC(=O)c1c(NC(=S)Nc2ccccc2)sc2c1CCCCC2	-3
CCOC(=O)c1c(NC(=O)C(C)C)sc(C(N)=O)c1C	-11
O=C(N/N=C/c1ccc(Br)c([N+](=O)[O-])c1)c1cccs1	8
COC(=O)c1ccc(C(=O)Nc2cc(Cl)ccc2Cl)cc1NC(=O)c1cccs1	-31

Later entries:
SMILES	DUSP3 inh
COc1cccc(C2/C(=C(/O)c3ccccc3)C(=O)C(=O)N2c2nc3ccccc3s2)c1 (stereo not drawn)	7
O=C(NC(=S)Nc1ccc(F)cc1)c1cc2ccccc2oc1=O	-7
CC1=NN(c2ccccc2)C(=O)/C1=C\c1c(O)n(-c2ccc(F)cc2)[nH]c1=O	-2
O=C(/C=C/c1ccco1)Nc1cc(Cl)ccc1Cl	5
Cc1cccc(NCN2C(=O)c3ccccc3C2=O)c1	-33
CC(=O)c1cccc(NC(=O)Nc2cccc(Cl)c2)c1	18
O=C1NC(=O)C(=Cc2ccc(O)c(Cl)c2)C(=O)N1	-24
O=C1NN(c2ccccc2)C(=O)/C1=C/c1cccn1-c1ccc([N+](=O)[O-])cc1	-1
CC(C)COc1ccc(C(=O)Nc2ccc(Cl)cc2)cc1	-5
O=C(COc1ccc([N+](=O)[O-])cc1)Nc1ccccc1O	-26
CCN(CC)C1=C/C(=N/S(=O)(=O)c2ccccc2)c2ccccc2C1=O	0

Another view of 2 compounds above:
smiles | DUSP3 inh
Cc1cccc(NCN2C(=O)c3ccccc3C2=O)c1 | -33
CC(C)COc1ccc(C(=O)Nc2ccc(Cl)cc2)cc1 | -5
